Compound activity (PubChem)
PLK1 PBD inh – inhibitors of human PLK1 polo-box domain binding; P53350; Plk1 PBD binding of FITC phosphopeptide, fluorescence polarization; Potency, µM, inactives show max response, negative = inhibition, usual class: inhibitors; 360,000 compounds, 2.8% hits; further: potency means the concentration at half of the fitted maximal effect; series mostly up to about 57 µM; on the % scale 0 is the no-effect control and ±100 the full control effect; nearly all actives have a fitted effect of over 65% in size
EPAC1 antag – blocks human EPAC1 exchange factor. EPAC1 GEF assay, Rap1b-BODIPY-GDP exchange fluorescence. 360,000 compounds, 0.14% hits. AID 720709. Potency, µM (top dose mostly 115 µM), inactives show top-dose activity change, negative = inhibition, most hits filed as inhibitors;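 further: potency means the concentration at half of the fitted maximal effect; plate controls were vehicle for no effect and positive control for full effect; nearly all actives have a fitted effect of over 50% in size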
Target sequence (O95398 whole entry, looked up): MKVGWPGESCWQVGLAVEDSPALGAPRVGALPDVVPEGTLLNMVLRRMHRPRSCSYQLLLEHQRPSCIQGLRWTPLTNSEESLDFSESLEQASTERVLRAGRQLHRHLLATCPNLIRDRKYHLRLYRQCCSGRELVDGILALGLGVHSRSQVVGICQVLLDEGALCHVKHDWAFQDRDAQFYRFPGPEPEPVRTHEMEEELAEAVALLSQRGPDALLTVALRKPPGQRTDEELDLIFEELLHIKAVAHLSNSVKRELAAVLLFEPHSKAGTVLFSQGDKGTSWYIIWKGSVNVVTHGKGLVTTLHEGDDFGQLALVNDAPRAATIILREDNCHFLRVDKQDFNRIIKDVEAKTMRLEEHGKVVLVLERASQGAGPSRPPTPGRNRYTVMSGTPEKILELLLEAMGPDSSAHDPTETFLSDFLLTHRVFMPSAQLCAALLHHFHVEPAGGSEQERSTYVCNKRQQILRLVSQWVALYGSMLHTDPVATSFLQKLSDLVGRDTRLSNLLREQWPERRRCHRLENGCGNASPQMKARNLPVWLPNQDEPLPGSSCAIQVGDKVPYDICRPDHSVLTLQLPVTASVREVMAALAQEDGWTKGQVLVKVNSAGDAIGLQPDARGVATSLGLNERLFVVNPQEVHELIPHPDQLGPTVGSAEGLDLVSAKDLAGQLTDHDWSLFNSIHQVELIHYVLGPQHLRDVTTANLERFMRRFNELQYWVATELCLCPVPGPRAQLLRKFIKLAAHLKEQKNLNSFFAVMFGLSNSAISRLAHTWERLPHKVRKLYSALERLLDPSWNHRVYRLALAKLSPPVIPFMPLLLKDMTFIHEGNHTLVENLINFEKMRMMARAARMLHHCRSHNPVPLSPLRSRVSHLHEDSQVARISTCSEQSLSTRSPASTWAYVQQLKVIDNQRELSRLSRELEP
IL-2 act – IL-2 activation | 360,000 compounds, 0.065% hits | AID 652025 | activation, % (series mostly up to about 46 µM) | IL-2 activation reporter assay, cell-based qHTS; stimulated with anti-CD3/CD4/CD28 beads; in transgenic mouse T cells; in the data active means activation above about 50%; inconclusive means mostly about 30% to 49%; further: 0% is about no effect
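Readout is EGFP and DsRed signal by fluorescent plate cytometry after 18 h at 37 degrees C. Transgenic mouse T cells (750/well) received compound for 60 min before bead stimulation (anti-CD3, anti-CD4, anti-CD28); memory T cells served as non-tolerant control.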
GLP1R cytotox – cytotoxicity in counter-screen for GLP-1R inverse agonists; 410,000 compounds, 0.13% hits; Potency, µM (series often up to 38.3 µM), for the others: at the top dose activity change, negative = inhibition, hits mostly inhibitors; HEK293 cAMP-luciferase reporter cells, luminescence, 24 h;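 further: loss of luciferase light is scored as toxicity; potency means the concentration at half of the fitted maximal effect; on the % scale 0 is the no-effect control and ±100 the full control effect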
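Quantitative HTS format, 1536 wells, 200 cells/uL seeded. Compounds: 23 nL, 24 h, 37 °C. Detection: luciferase reagent, luminescence at 12 min RT; decreased signal taken as cytotoxic.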
GLP-1R agonist – agonists of human GLP-1 receptor; P43220; HEK293 GLP-1R CRE-luciferase, luminescence, 4-6 h; cells express a hypersensitive GLP-1R form; Potency, µM (top dose mostly 45.6 µM), for inactives: at the top dose activation, actives largely listed as activators; 380,000 compounds, 0.007% hits; AID 624172; further: potency means the concentration at half of the fitted maximal effect; % of control where 0% means no effect
PI5P4K alpha inh – blocks human PI5P4K alpha kinase activity | P48426 | PI5P4Kalpha enzyme, ADP-Glo luminescence, 60 min; stronger effect = lower value | max response, % | 330,000 compounds, 1.2% hits; active means max response of -50% or lower; inconclusive means between -30% and -50%; inactive means -30% or higher; further: value at the top dose of about 77 µM; on the % scale 0 is the no-effect control and ±100 the full control effect
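Reactions run in 0.038 M HEPES pH 7.4, 0.28 mM EGTA, 0.1% CHAPS and 5% DMSO, with PI5P4Kalpha, substrate, compound and 5 microM ATP final, one hour at room temperature. Readout is ADP-Glo luminescence.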
EPAC1 agonist – EPAC1 (human) agonism; AID 720707; EPAC1 agonist qHTS, biochemical assay; response scale: 100% = response to 6.5 mM cAMP; Potency, µM (highest dose often 154 µM), without a hit: at the top dose activation, actives largely listed as activators; 360,000 compounds, 0.073% hits; further: potency means the concentration at half of the fitted maximal effect; nearly all actives have a fitted effect of over 60% in size
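Nucleotide exchange assay: 100 nM EPAC1 with 250 nM Rap1B loaded with BODIPY-GDP and 50 uM GDP, room temperature. Fluorescence (480/540 nm) read every 5 min for 30 min; signal change normalized to 6.5 mM cAMP as full agonist.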
GLP-1R inv ag – GLP-1 receptor (human) inverse agonism | Potency, µM (top dose mostly 38.3 µM), for the others: top-dose activity change, negative = inhibition, most hits filed as inhibitors | HEK293 GLP-1R CRE-luciferase, luminescence, 24 h; GLP-1R form is constitutively active | AID 624417 | 410,000 compounds, 1.6% hits; further: potency means the concentration at half of the fitted maximal effect; on the % scale 0 is the no-effect control and ±100 the full control effect; nearly all actives have a fitted effect of over 55% in size
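Cells are plated, allowed 12 hours at 37 deg C, then treated with compounds for 24 hr before luciferase detection reagent is added and luminescence is read after 12 min at room temperature. The HEK293 line carries constitutively active GLP-1R with a cAMP-responsive reporter.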
PTHR1 ag – activates the human parathyroid hormone receptor PTHR1. Q03431. HEK293 GP2 PTHR1 cells, GloSensor cAMP luminescence, 1 h. Potency, µM (doses to about 115 µM), without a hit: top-dose activation, usual class: activators. 410,000 compounds, 0.075% hits. AID 743266; further: potency means the concentration at half of the fitted maximal effect; nearly all actives have a fitted effect of over 55% in size; some results filed as inactive show a strong effect at the top dose; inactives centre near -15; many of its hits are not listed in these tables
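HEK-293-derived GP2 cells expressing PTHR1 and a GloSensor cAMP reporter, 3,000/well, plated overnight, given luciferin plus IBMX (each 0.5 mM as added) for 1 h at 37 °C, then compound for 1 h at 37 °C. Luminescence was read after 15 min at room temperature.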
* = called active by the depositor; i = inactive; ? = inconclusive; nt = not tested or not shown; & = joins results of further samples; [ ] = remark or other dose. Unless noted, the call rests on the fitted dose curve; in most records, active means well fitted curve in the direction sought with a large enough effect; inconclusive means small, poorly fitted or top-dose-only effect, or another doubt; inactive means no such curve, though single readings can be large; an effect the other way counts as inactive or inconclusive. The list is partial; rates above refer to the full screens.

SMILES	PLK1 PBD inh	EPAC1 antag	IL-2 act	GLP1R cytotox	GLP-1R agonist	PI5P4K alpha inh	EPAC1 agonist	GLP-1R inv ag	PTHR1 ag
N#C/C(=C\c1ccc(-c2ccccc2[N+](=O)[O-])o1)C(=O)Nc1nc(-c2cccs2)cs1	?	?	0.1	-28%	-15%	?	10%	?	-92%[inhibitor]
CSc1ccc(Cl)c(C(=O)N2CCN(CC(=O)N3CCCC3)CC2)c1	-4%	6%	-1.4	3%	2%	-5	-13%	16%	i
CCOC(=O)C1C(=O)C=C(c2ccc(C)cc2)CC1c1ccccc1 (configuration not stated)	1%	-7%	-0.7	-7%	11%	-2	7%	?	-3%
C/C(N)=C(/C#N)C(=O)CSc1nnc(NC(C)C)s1	-16%	7%	-2.4	-6%	-3%	nt	-10%	-1%	-24%
CC1CN(C(=O)CNC(=O)COc2ccccc2)CC(C)O1 (configuration not stated)	-1%	9%	-0.3	2%	7%	4	6%	11%	i
CC(C)Cn1c(S(=O)(=O)O)nc2ccccc21	-8%	14%	-0.6	-11%	1%	-2	2%	18%	-7%
O=C(NCC(=O)N1CCOCC1)c1ccc(Br)cc1	-4%	7%	1.4	2%	4%	6	11%	12%	-5%
Cc1ccc(S(=O)(=O)n2nccc2-c2c(-c3ccc(Cl)cc3)noc2C)cc1	4%	8%	-6.3	-11%	8%	26	3%	?	-20%
Cc1cccc(C(C)C)c1NC(=O)c1ccc(CN(c2ccccc2)S(=O)(=O)c2ccccc2)cc1	1%	-10%	1.7	-2%	-17%	3	8%	13%	-5%
CCc1ccc(NCc2cc3cc4c(cc3n(CC(=O)Nc3ccccc3C)c2=O)OCCO4)cc1	nt	nt	nt	5%	-5%	nt	nt	12%	i
CCn1c(C)nc2cc(-c3nnc(-c4c(-c5ccccc5)noc4C)o3)ccc21	-1%	9%	-3.9	-19%	32%	-1	1%	1%	-14%[57.5 µM]
CCCCCn1cnc2sc(-c3ccccc3)cc2c1=O	2%	0%	-0.1	-3%	-5%	12	-2%	?	-7%[57.5 µM]
Cc1ccc(/C=C2/N=C(c3ccccc3)NNC2=O)cc1	-24%	-5%	-2.0	0%	11%	1	6%	8%	i
Cc1nn(Cc2ccccc2Cl)c(C)c1NC(=O)/C=C/c1cnn(C)c1	-5%	12%	-2.8	-3%	8%	nt	-2%	132%[activator]	-2%
Cc1ccc(CNC(=O)C2(S(=O)(=O)c3ccc(C)cc3)CC2)cc1	-11%	-9%	0.7	-2%	18%	-4	2%	18%	-15%
c1ccc(-n2cnc3cc(NCc4cccs4)ccc32)cc1	-4%	-19%	-0.2	-22%	6%	nt	0%	?	-27%[57.5 µM]
O=C(Cc1ccccc1)N1CCC(C(=O)N2CCN(c3ccc(F)cc3)CC2)CC1	-4%	4%	-3.2	2%	-11%	-5	2%	-4%	i
Nc1ccc(-c2nc3ncccc3o2)c(O)c1	1%	8%	-4.5	18%	11%	-1	-3%	77%[activator]	-6%
O=C(NC1CCCC1)C(c1ccc(F)cc1)N1CCC(O)(c2ccc(Cl)cc2)CC1 (configuration not stated)	1%	14%	0.5	-9%	nt	1	-3%	-16%	i
CCc1nc2ccc(C(=O)Nc3ccc(OC)c(OC)c3)cn2c1N(C)CCC(C)C	-4%	-24%	-0.6	4%	-1%	0	-9%	-6%	i
Cc1noc(C)c1CSc1nc2ccccc2c(=O)n1-c1ccc(F)cc1F	-7%	-7%	4.0	?	19%	3	17%	?	i
COc1ccc(-c2nc(NC(=O)Cn3c(=O)oc4ccccc43)sc2C)cc1	-12%	-10%	-0.6	0%	2%	-11	3%	-17%	i
O=C(CCn1nc(-c2ccccc2)c2ccccc2c1=O)NCC1CCCO1 (configuration not stated)	-2%	0%	0.5	-2%	-2%	-1	12%	22%	i
CCN1CCN(CCCNC(=O)CCC(=O)N2CC(C)Oc3ccc(C)cc32)CC1 (configuration not stated)	-2%	1%	-0.2	-2%	-4%	1	-11%	2%	-7%
O=C(CSc1ncnc2c1cnn2-c1cccc(Cl)c1)NCC1CCCO1 (configuration not stated)	-2%	-8%	-1.2	7%	-7%	-3	5%	8%	-56%
Cc1ccc(C)c(NC(=O)CS(=O)(=O)c2c[nH]c3ccccc23)c1	0%	-3%	18	-2%	1%	0	-3%	1%	-13%
COCCCNC(=O)c1ccc(NC(=O)N2CCCCc3ccccc32)cc1	nt	nt	nt	4%	0%	nt	nt	18%	-62%[inhibitor]
COc1cccc(NC(=O)Cn2cc(C(=O)c3ccc(F)cc3)c(=O)c3cc(OC)ccc32)c1	nt	nt	nt	-18%	0%	nt	nt	4%	-8%
Clc1ccccc1OCc1nc(-c2ccncc2)no1	6.7µM*	10%	0.3	-1%	16%	-28	-6%	-27%	-15%[57.5 µM]
Cc1nnc(NC(=O)c2ccccc2Oc2ccccc2)s1	-7%	21%	0.1	0%	?	1	-3%	17%	6%
CC(C)C(=O)NNC(=O)c1csc(CS(=O)(=O)c2ccc(Cl)cc2)n1	2%	3%	-1.4	3%	28%	2	-6%	3%	i
CCOc1ccc(NC(=O)c2ccccc2NC(=O)c2cccnc2)cc1	0%	7%	0.3	-15%	2%	-1	13%	14%	i
O=C(CCCN1C(=O)S/C(=C\c2ccccc2)C1=O)NNC(=O)c1ccccc1O	-5%	-13%	-0.4	0%	2%	-3	-7%	?	-2%
CC(C)C[C@H](NC(=O)N1CCn2c1nc1ccccc12)C(=O)NC1CC1	-15%	12%	-2.3	-5%	-1%	0	5%	-23%	i
CCOC(=O)c1cnc2c(C(F)(F)F)cccc2c1N1CCN(C)CC1	-14%	6%	0.5	-1%	20%	4	6%	?	i
COc1ccc(C)cc1N(CC(=O)Nc1ccc(S(=O)(=O)N2CCOCC2)cc1)S(C)(=O)=O	-6%	-6%	1.7	1%	6%	-4	0%	5%	i
Cc1nn(C(C)C(=O)NCc2ccccc2Cl)c(=O)c2c1sc1ccccc12 (configuration not stated)	-2%	-18%	-0.6	-7%	-4%	nt	4%	0%	i
Cc1ccc(-c2nnn(CC(=O)N(c3ccccc3)C(C(=O)NCC3CCCO3)c3cccs3)n2)o1 (configuration not stated)	-30%	17%	0.7	15%	8%	-14	4%	-9%	-3%
CC1CCc2c(sc(NC(=O)COC(=O)c3ccccc3NCc3ccco3)c2C#N)C1 (configuration not stated)	-6%	-1%	-0.5	15%	0%	nt	9%	1%	i
O=C(O)c1ccc2c(c1)C(=O)N(NC(=O)c1ccccc1)C2=O	-7%	11%	-3.0	4%	3%	nt	-4%	0%	i
CCC(=O)NNc1cc(=O)c2c(=O)n(C)c(=O)n(C)c2[nH]1	-7%	0%	-0.2	2%	-12%	7	0%	24%	i
Cc1ccc(C(=O)NCC(=O)OCC(=O)Nc2ncc(C(F)(F)F)cc2Cl)cc1	-12%	9%	-2.9	10%	0%	-1	-4%	2%	i
Cc1cc(NC(=O)CCSc2ccc(Cl)cc2)no1	-5%	-16%	-5.1	16%	0%	4	7%	4%	-1%
O=C(NCC(c1ccco1)N1CCN(c2ccc(F)cc2)CC1)c1cccs1 (configuration not stated)	-2%	6%	-0.8	-9%	8%	-2	0%	?	-5%
COc1ccc(-c2noc(CCC(=O)N(C)c3cccc(C)c3)n2)cc1	-25%	-21%	-2.6	8%	7%	0	2%	?	-23%
C=CCn1nnnc1SCC(=O)Nc1ccccc1C(=O)OC	-5%	0%	-2.0	0%	0%	nt	-1%	-10%	-8%
O=[N+]([O-])c1csc2ccccc12	-15%	-7%	0.2	-5%	10%	1	6%	4%	i
Cc1cc(C)c(NC(=O)CN(C2CCCCC2)C2CCCCC2)c(C)c1	-2%	-1%	-2.2	1%	?	nt	4%	-14%	i
Cc1ccc(C)c(N2CCN(S(=O)(=O)c3ccc4c(c3)CC(=O)N4C)CC2)c1	-10%	-10%	0.1	-6%&-3%	-2%	-5	0%	5%&8%	-6%&-16%
C/C(=N\NS(=O)(=O)c1ccc(Br)cc1)c1ccc2c(c1)OCO2	-3%	-4%	-4.2	2%	-8%	1	3%	6%	i
Cc1ccc2nc(-c3ccc(F)cc3)c(NC(C)(C)CC(C)(C)C)n2c1	nt	nt	nt	2%	7%	nt	nt	1%	i
CC(C)(O)C#Cc1ccc(CNC[C@H]2O[C@@H](n3cnc4c(N)ncnc43)[C@H](O)[C@@H]2O)s1	-6%	-1%	-0.7	-3%	-1%	4	12%	16%	-24%
CCn1nc(NS(=O)(=O)c2ccc(NC(C)=O)cc2)c2cc3cc(C)ccc3nc21	-3%	-1%	-3.3	-21%	-6%	4	-12%	14%	-21%
COc1ccccc1C(c1nnnn1Cc1ccccc1)N1CCN(C2CCCC2)CC1 (configuration not stated)	30µM*	-3%	1.2	-15%	0%	-6	4%	?	i
COc1ccc(OC)c2nc3c(cc12)CCC3	1%	-17%	4.0	3%	8%	0	4%	-17%	i
CC(C)CNC(=S)NC(=O)c1ccc(Cl)cc1Cl	?	1%	-2.3	?	-5%	2	-9%	?	-25%
O=C1c2ccccc2C(=O)N1c1cccnc1	-6%	-1%	-2.4	16%	1%	-4	4%	18%	-68%[inhibitor]
CCn1c(=O)n(-c2ccc(F)c(Cl)c2)c(=O)c2sc3ccccc3c21	nt	nt	nt	6%	0%	nt	nt	9%	-4%

Reformatted in markdown: entries from further up
| smiles | PLK1 PBD inh | EPAC1 antag | IL-2 act | GLP1R cytotox | GLP-1R agonist | PI5P4K alpha inh | EPAC1 agonist | GLP-1R inv ag | PTHR1 ag |
| --- | --- | --- | --- | --- | --- | --- | --- | --- | --- |
| Cc1ccc2nc(-c3ccc(F)cc3)c(NC(C)(C)CC(C)(C)C)n2c1 | nt | nt | nt | 2% | 7% | nt | nt | 1% | i |
| O=C1c2ccccc2C(=O)N1c1cccnc1 | -6% | -1% | -2.4 | 16% | 1% | -4 | 4% | 18% | -68%[inhibitor] |
